Tau FP inhib – blocks human tau fibril formation measured by polarization; K18 P301L tau heparin fibrillization, Alexa594 FP, 6 h; Potency, µM (doses to about 57.7 µM), inactives show at the top dose activity, negative = inhibition, hits mostly inhibitors; actives 0.39% (n = 280,000); AID 1468; also: % is scaled to controls: 0 for no effect and ±100 for the full control effect; nearly all actives have a fitted effect of over 55% in size
Target sequence (P10636 561-689 P618L limits assumed): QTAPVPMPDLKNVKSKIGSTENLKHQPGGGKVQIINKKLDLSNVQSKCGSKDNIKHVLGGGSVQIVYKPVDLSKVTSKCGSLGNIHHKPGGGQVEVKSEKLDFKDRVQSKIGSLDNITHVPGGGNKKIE
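Read-out: fluorescence polarization of Alexa 594-labeled tau (0.24 uM), 555 nm excitation, 632 nm emission. Mixtures held 15 uM unlabeled K18 P301L, compound and 20 uM heparin, pH 7 acetate buffer, incubated 6 hr at 37 C.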
GAA inh – inhibitors of human lysosomal alpha-glucosidase | P10253 | purified human GAA, 4-MU-alpha-glucoside fluorescence | Potency, µM (titrated, usually from 76.9 µM), inactives show at the top dose activity change, negative = inhibition, actives largely listed as inhibitors | actives 0.005% (n = 200,000) | AID 1466;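 also: plate controls were uninhibited enzyme wells for no effect and no-enzyme background for full effect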
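Compounds are titrated up to 77 uM against 4 nM human enzyme. Substrate 4-methylumbelliferyl-alpha-D-pyranoside (400 uM) reacts 20 min at room temperature in pH 5.0 buffer; liberated 4-methylumbelliferone is read at 440 nm.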
Tau ThT inhib – tau fibrillization inhibition (ThT binding); Potency, µM (highest dose often 57.4 µM), for the others: at the top dose activity, negative = inhibition, actives largely listed as inhibitors; actives 2.1% (n = 270,000); recombinant tau K18 P301L, heparin-induced fibrillization, ThT fluorescence; also: % is scaled to controls: 0 for no effect and ±100 for the full control effect; nearly all actives have a fitted effect of over 55% in size
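Heparin-induced fibrillization of the P301L-mutant K18 repeat-domain fragment of human tau was followed by ThT binding in quantitative high-throughput format.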
GAA glycogen – GAA glycogen-cleavage inhibition or activation; recombinant GAA, glycogen substrate, Amplex Red glucose oxidase fluorescence; actives 0.38% (n = 300,000); AID 2100; Potency, µM (titrated, usually from 76.4 µM), without a hit: top-dose activity change, negative = inhibition, hits mostly inhibitors;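 also: 0% = full enzyme reaction and -100% = no-enzyme basal signal; the screen sought inhibitors and activators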
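Recombinant enzyme (4 nM final) with compounds titrated up to 77 uM and bovine liver glycogen (30 ug) in citrate pH 5.0, 0.01% Tween-20, 37 C 40 min. Released glucose detected by Amplex Red/glucose oxidase (Ex 573/Em 610); AC50 from Hill fits.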
aGal spleen mod – inhibits or activates alpha-galactosidase in human spleen homogenate | P06280 | human spleen homogenate, 4MU-alpha-Gal fluorescence, 40 min | Potency, µM (series often up to 80 µM), inactives show at the top dose activity change, negative = inhibition, usual class: inhibitors | actives 0.008% (n = 240,000) | AID 2107;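 also: 0% = enzyme with vehicle and -100% = no enzyme basal signal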
Target sequence (P06280 32-429 limits assumed): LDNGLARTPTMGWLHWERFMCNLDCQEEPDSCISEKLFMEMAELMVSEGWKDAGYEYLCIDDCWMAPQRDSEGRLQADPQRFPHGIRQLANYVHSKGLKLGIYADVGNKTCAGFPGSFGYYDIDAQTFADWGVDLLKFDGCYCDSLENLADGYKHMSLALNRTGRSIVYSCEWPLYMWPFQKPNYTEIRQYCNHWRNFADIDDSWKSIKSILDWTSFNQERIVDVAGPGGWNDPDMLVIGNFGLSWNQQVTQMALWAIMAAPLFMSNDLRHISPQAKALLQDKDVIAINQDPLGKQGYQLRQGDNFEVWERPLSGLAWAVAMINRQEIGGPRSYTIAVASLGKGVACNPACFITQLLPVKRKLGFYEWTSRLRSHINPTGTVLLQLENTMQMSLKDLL
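Fluorogenic readout (Ex 365/Em 440 nm) of 4-methylumbelliferone released from 1 mM 4-MU-alpha-galactoside by spleen homogenate, 40 min at 37C, pH 5.0. Data normalized to no-enzyme and enzyme controls; Hill-equation AC50 from compound titrations.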
HTT cytoprotect – cytoprotection in Huntington HTT-Q103 PC12 cell model; PC12 HTT-Q103 induced, cytoprotection, ATP luminescence, 40 h; Potency, µM (titrated, usually from 56.4 µM), without a hit: cytoprotection (ATP increase), hits mostly activators; actives 0.14% (n = 230,000);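 also: % of control where 0% means no effect; nearly all actives have a fitted effect of over 45% in size; toxic huntingtin expression switched on by the ecdysone agonist tebufenozide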
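Huntington model: PC12 line, ecdysone-inducible HTTQ103 exon1–GFP, tebufenozide 100 nM. Test articles in a dose series. Endpoint luminescence from cellular ATP.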
Tau fluor cs – counter-screen for tau fibril formation inhibitors; actives 0.93% (n = 280,000); Potency, µM (highest dose often 57.7 µM), for inactives: top-dose activity change, negative = decrease; tau K18 P301L Alexa594 fluorescence, heparin fibrillization; also: % is scaled to controls: 0 for no effect and ±100 for the full control effect; nearly all actives have a fitted effect of over 55% in size
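Human tau K18 P301L (15 uM unlabeled, 0.24 uM Alexa 594-labeled) in 100 mM sodium acetate pH 7 with 20 uM heparin, 6 hr at 37 C. ThT 30 uM added, 1 hr ambient; Alexa 594 FP and total fluorescence read at 555/632 nm.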
GAA spleen mod – lysosomal alpha-glucosidase (human) modulation | actives 0.006% (n = 240,000) | P10253 | human spleen homogenate, 4-MU-alpha-glucoside fluorescence | AID 2112 | Potency, µM (highest dose often 79.9 µM), for inactives: top-dose activity change, negative = inhibition, usual class: inhibitors;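 also: 0% = enzyme with vehicle and -100% = no enzyme basal signal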
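Human spleen homogenate (1 ug) with 4-methylumbelliferyl-alpha-D-glucopyranoside (1 mM final) in 50 mM citrate/phosphate pH 5.0, 0.01% Tween-20; 40 min at 37 C. Stopped at pH 10; 4-MU fluorescence Ex 365/Em 440 nm; AC50 by Hill fit.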
* = called active by the depositor; ? = inconclusive; · = no result given; [ ] = dose if it differs, or a comment. Calls follow the shape of the dose curve; as a rule, active = well fitted curve in the direction sought with a large enough effect; inconclusive = small, poorly fitted or top-dose-only effect, or another doubt; inactive = no such curve, though single readings can be large; an effect the other way counts as inactive or inconclusive. Potency is read from the fitted curve at half-maximal effect.

canonical_smiles	Tau FP inhib	GAA inh	Tau ThT inhib	GAA glycogen	aGal spleen mod	HTT cytoprotect	Tau fluor cs	GAA spleen mod
COc1ccc(N2CCN(S(=O)(=O)c3ccc(C(=O)NC4CCCC4)cc3)CC2)cc1	4.2%	-1.0%	-9.3%	1.0%	1.3%	14.5%[10 µM]	-13.4%	-7.8%
CC[C@@H](C)[C@@H](C(=O)N1CCNCC1)n1cc(CCC(=O)O)nn1	1.1%	·	3.2%	7.0%	4.1%	-25.1%[10 µM]	1.0%	1.6%
COc1ccccc1-c1nnc(SCC(=O)NCc2c(C)c(Cl)cc(C(C)C)c2O)o1	-8.5%	?	-1.8%	-13.8%	-1.1%	-24.3%	?	-4.6%
Cc1ccc(NC(=O)[C@@H](c2ccccc2)N2Cc3ccccc3C2=O)cc1	-4.4%	·	-4.1%	8.5%[76.3 µM]	·	·	-23.5%	·
O=C(Cn1cccc1)Nc1ccc(OC(F)(F)F)cc1	-16.4%	-3.0%	-6.7%	-6.0%	-16.1%	-1.7%	-9.6%	-3.3%
COC(=O)C1=C(C)N(C)C(C)=C(C(=O)OC)C1c1ccncc1	-7.1%	-3.8%	-2.6%	-0.6%	0.9%	-6.6%	2.8%	-5.2%
Cn1c(=O)n(C)c2cc(NC(=O)c3cccc([N+](=O)[O-])c3)c(Br)cc21	1.5%	1.8%	-16.1%	-4.7%	2.3%	·	3.8%	6.4%
CC(=O)N1CCN(c2ccc(NC(=O)COc3ccc(Cl)cc3Cl)cc2)CC1	-3.2%	9.2%	?	2.9%	16.0%	-13.0%	-21.7%	-14.5%
O=C(NCC1CCCO1)c1cc(C(=O)c2ccc(Cl)cc2Cl)c[nH]1 (stereo not drawn)	-8.2%	-2.9%	-0.6%	-11.6%	-8.3%	-2.2%[10 µM]	-9.0%	1.4%
O=S(=O)(c1ccc(F)cc1)N1CN(Cc2ccco2)c2nc3ccccc3nc21	?	1.7%	31.6µM*	-4.1%	5.0%	-24.7%[0.074 µM]	?	-6.4%
CC(=O)NNc1nc(-c2ccc(C)cc2)cs1	-4.4%	4.4%	?	?	-0.6%	-29.1%	-16.3%	2.9%
CN(C(=O)c1ccccc1)C1(C)CCS(=O)(=O)C1 (stereo not drawn)	-2.8%	-2.6%	3.9%	16.6%	-14.3%	8.9%	3.8%	-6.0%
COc1ccccc1Nc1nc(-c2ccccc2)nc2ccccc12	?	4.4%	-1.7%	-12.9%	5.7%	-27.6%	?	-20.5%
COc1cccc(OCCNS(=O)(=O)c2cccc([N+](=O)[O-])c2)c1	8.3%	-3.7%	-8.3%	6.6%	-3.5%	-13.2%	-15.4%	-2.1%
S=c1nc(C2CC2)[nH]c2ccccc12	-10.7%	-4.9%	?	1.4%	-4.0%	-29.2%[0.074 µM]	-8.6%	-2.5%
CC(=O)Nc1ccc2nc(SCc3ccccc3)sc2c1	?	·	-6.9%	8.0%[76.3 µM]	·	·	?	·
COC(=O)CSc1nnc(C)n1-c1cccc(OC)c1	-7.6%	5.9%	-10.6%	2.3%	-5.1%	22.0%	-12.1%	-6.0%
Cc1ccc(S(=O)(=O)Nc2cc(=O)[nH]c(SCC(=O)Nc3ccccc3Cl)n2)cc1	1.1%	-7.9%	-2.3%	-9.7%	4.5%	·	0.4%	1.9%
O=C(Nc1ccccc1N1CCOCC1)C1CCN(S(=O)(=O)c2ccccc2F)CC1	-6.7%	-7.3%	4.6%	0.4%	-6.8%	14.3%[10 µM]	-6.6%	-8.4%
COC(=O)c1nn(-c2cccc(Cl)c2)ccc1=O	-2.5%	4.6%	4.0%	-1.8%	3.0%	?	13.5%	-12.6%
COc1ccccc1NC(=O)CC1C(=O)Nc2ccccc2N1C(=O)c1ccccc1 (stereo not drawn)	?	-4.5%	-0.4%	0.1%	1.8%	-12.6%	1.0%	-8.3%
CNC(=O)n1ccc(C(=O)N2CCCCC2)n1	3.1%	5.5%	-3.6%	5.3%	11.7%	8.8%	9.3%	-9.3%
Cc1c(Cl)cccc1NC(=S)NC1CCN(C(C)C)CC1	2.0%	0.9%	-1.4%	-16.3%	1.7%	·	3.7%	5.3%
CC1CN(S(=O)(=O)c2cccc(C(=O)OC/C(O)=C(\C#N)c3nc4ccccc4[nH]3)c2)CC(C)O1 (stereo not drawn)	4.2%	?	?	8.5%	-0.8%	-2.3%[1.9 µM]	?	-8.0%
CCCOC(=O)CCCN1C(=O)/C(=C2\SC(=S)N(CCCC(=O)OCCC)C2=O)SC1=S	5.1%	·	?	4.6%	-9.5%	-8.4%[10 µM]	-18.8%	-1.1%
COC(=O)C12CCC3(SCCS3)C(C(=O)OC)(CCC13SCCS3)C2	1.7%	1.1%	0.0%	-4.9%	-0.2%	-16.1%[10 µM]	-0.1%	-0.8%
COc1ccc(N2CCN(c3ccc(N4C(=O)CC(C)C4=O)cc3[N+](=O)[O-])CC2)cc1 (stereo not drawn)	8.0%	-3.3%	?	-15.3%	-0.4%	-0.2%[10 µM]	-23.2%	2.9%
CCOC(=O)c1c(-c2ccccc2)csc1NC(=S)N(CC)CC	-5.7%	-4.4%	-9.7%	12.9%	1.9%	-2.5%[10 µM]	-18.7%	0.8%
O=C(COC(=O)c1ccccc1NS(=O)(=O)c1cccs1)NC1CCCCC1	-2.4%	-2.7%	-0.5%	-1.0%	8.2%	-17.6%[1.9 µM]	-3.4%	-5.7%
CCN1CCN(c2ccc(NC(=O)c3ccc4c(c3)[nH]c(=O)n4Cc3ccc(OC)cc3)cc2)CC1	?	-5.2%	?	-4.1%	2.6%	8.5%[10 µM]	?	-2.8%

(listing goes on)
canonical_smiles	Tau FP inhib	GAA inh	Tau ThT inhib	GAA glycogen	aGal spleen mod	HTT cytoprotect	Tau fluor cs	GAA spleen mod
N#Cc1cc(C(=O)c2cc(Br)ccc2O)cn(Cc2ccccc2)c1=O	-10.4%	-8.0%	-10.7%	6.0%	-27.3%	21.2%	-27.9%	-12.9%
CCC/C=C(\CCC)C(NC(=O)c1ccc(-c2ccccc2)cc1)c1ccc(C(=O)OC)cc1 (stereo not drawn)	-16.5%	·	-4.0%	·	14.8%	24.7%	-5.4%	17.8%
Cc1nnc(NC(=O)c2ccccc2Br)s1	-8.4%	-0.3%	1.2%	7.5%	-18.1%	-12.5%[10 µM]	2.6%	-13.2%
CC(C)CC(=O)NC(=S)N1CCN(c2ccc([N+](=O)[O-])cc2Cl)CC1	-5.1%	3.1%	-15.8%	-7.0%	-0.7%	1.8%[10 µM]	-29.0%	-13.0%
CCOC(=O)c1cn(CC)c2cc(N3CCSCC3)c(F)cc2c1=O	-6.7%	0.2%	-10.6%	-1.1%	0.4%	6.3%	-2.4%	-7.1%
Cc1ccccc1C(=O)NNC(=O)C(C)N1C(=O)c2ccccc2C1=O (stereo not drawn)	-0.1%	2.6%	-7.3%	2.9%	5.5%	4.6%[10 µM]	-1.1%	1.6%
O=C(Nc1cccc(Cl)c1)NC1(C(=O)NCc2cccs2)CCCCC1	-9.4%	5.0%	-2.0%	9.8%	6.8%	-0.5%[10 µM]	-19.9%	-1.6%
O=C(CCCCCNc1nc(=S)[nH]c2ccccc12)NCCc1ccccc1	-7.8%	-3.9%	5.2%	8.9%	5.4%	0.6%[10 µM]	0.1%	-1.1%
Cc1ccc(S(=O)(=O)Nc2c(C)n(C)n(-c3ccccc3)c2=O)cc1C(=O)OCC(=O)N1CCCC(C)C1 (stereo not drawn)	2.5%	3.6%	0.3%	-6.0%	-3.1%	-9.6%	4.9%	-8.9%
CCOC(=O)c1c(NC(=O)COc2ccc(OC)cc2)sc(C(=O)N(CC)CC)c1C	-16.2%	·	?	-0.5%[76.3 µM]	·	·	-26.4%	·
CC(C)Sc1nc(N)nc(-c2cccs2)c1C#N	?	-3.3%	-24.4%	-4.1%	2.8%	4.5%[10 µM]	?	-7.4%
O=C(CSc1ccc(-c2ccc(F)cc2)nn1)NCC1CCCO1 (stereo not drawn)	-3.3%	0.3%	-6.5%	0.8%	-17.2%	-19.3%	-7.0%	-11.6%

Taken from above.
For GAA inh, CCN1CCN(c2ccc(NC(=O)c3ccc4c(c3)[nH]c(=O)n4Cc3ccc(OC)cc3)cc2)CC1 reads -5.2%
For HTT cytoprotect, O=S(=O)(c1ccc(F)cc1)N1CN(Cc2ccco2)c2nc3ccccc3nc21 reads -24.7%[0.074 µM]
For aGal spleen mod, O=C(Cn1cccc1)Nc1ccc(OC(F)(F)F)cc1 reads -16.1%

Tau ThT inhib, hit marks shown above
structure	Tau FP inhib	GAA inh	Tau ThT inhib	GAA glycogen	GAA spleen mod
O=S(=O)(c1ccc(F)cc1)N1CN(Cc2ccco2)c2nc3ccccc3nc21	?	1.7%	31.6µM*	-4.1%	-6.4%

Arranged by the number under Tau ThT inhib (lowest first): 3 of the compounds above
smiles | Tau FP inhib | GAA inh | Tau ThT inhib | GAA glycogen | GAA spleen mod
N#Cc1cc(C(=O)c2cc(Br)ccc2O)cn(Cc2ccccc2)c1=O | -10.4% | -8.0% | -10.7% | 6.0% | -12.9%
CCOC(=O)c1cn(CC)c2cc(N3CCSCC3)c(F)cc2c1=O | -6.7% | 0.2% | -10.6% | -1.1% | -7.1%
COC(=O)C12CCC3(SCCS3)C(C(=O)OC)(CCC13SCCS3)C2 | 1.7% | 1.1% | 0.0% | -4.9% | -0.8%

Screening data deposited in PubChem by National Center for Advancing Translational Sciences (NCATS).
